Bioassay records: PubChem BioAssay, National Center for Advancing Translational Sciences (NCATS)
Pf Dd2 inh: qHTS Primary assay for Inhibitors of Plasmodium falciparum Dd2 growth in vitro. AID 1347417, 2020. 4.3% of 120,000 active. Potency, µM (doses to about 28.9 µM), without a hit: at the top dose activity, negative = inhibition, most hits filed as inhibitors. P. falciparum Dd2 growth, SYBR Green, 72 h; active = well fitted inhibition curve with a large enough effect; inconclusive = small, poorly fitted or top-dose-only effect; inactive = no such curve, though single readings can be large or run the other way;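 note: plate controls were DMSO vehicle for no effect and reference drug for full effect; nearly all actives have a fitted effect of over 65% in size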
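Readout: SYBR Green fluorescence, 485 nm excitation, 535 nm emission, after ~16 h lysis at 37C. Before that, Dd2-infected red cells (2.5% hematocrit) grew 72 h with compound, 29 uM top final concentration.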
The depositor's hits bear a star; i = inactive; ? = inconclusive; [ ] = remark or other dose. Potency is the fitted concentration of half-maximal effect. Some of the compounds tested; count on the stated rates, not on these rows.

smiles	Pf Dd2 inh
COc1ccc(C)cc1NC(=O)C[C@H]1NC(=O)c2ccccc2NC1=O	-24%
O=C(Nc1ccc(O)c(-c2nc3ccccc3o2)c1)c1cccs1	36%[activator]
C[C@@H]1CN(C(=O)c2cnn(C)c2)CC[C@@]1(O)C1CCOCC1	-16%
CNC(=O)[C@@H](CC(C)C)N1CCC[C@H]1C(=O)NCCc1ccccn1	-10%[44.1 µM]
O=C(CCc1cc2n(n1)CCCN(C(=O)CCc1ccsc1)C2)NC1CC1	-23%
CCc1ccc(NC(=O)Cn2ncn3c(cc4ccccc43)c2=O)cc1	28%
COc1ccccc1OCC(=O)NCC1CCCN(Cc2ccc(C)c(C)c2)C1 (stereo not given)	-7%
COc1ccc(C(CC(=O)N2CCC(OC)CC2)c2ccccc2)cc1 (stereo not given)	-8%
O=C(NCc1ccc(F)cc1)[C@@H]1C[C@@H](c2ccc(F)cc2)N([S+](=O)([O-])c2ccccc2)C1	-1%
Cc1cccc(N2CCN(C(=O)Cn3nc(C)c4sc5ccccc5c4c3=O)CC2C)c1 (stereo not given)	i
Cc1nn(-c2ccccc2)c(Oc2ccccc2F)c1CCC(=O)NCC(C)C	-27%
COc1ccc(NC(=O)CC2Nc3cccc4cccc(c34)NC2=O)cc1 (stereo not given)	-7%
COc1ccc(Cl)cc1NC(=O)Cn1nnc(C(=O)NCc2ccc3c(c2)OCO3)c1N	-3%
O=C(O)c1ccc(CN2C[C@H](O)C[C@H]2c2nc(-c3ccc4c(c3)OCO4)no2)cc1	-3%[44.1 µM]
CC(C)NC(=O)NCC12CCCC=C1NC(=O)CC2 (stereo not given)	-15%
O=C(c1ccncc1)N1CCCCCC1c1nnc(-c2ccccc2)o1 (stereo not given)	?
CCc1cnc2c(c1SCC(=O)Nc1cc(Cl)ccc1OC)c(=O)n(C)c(=O)n2C	-5%
COc1cccc(N2CCN(C(=O)c3ccc(Cn4c(=O)[nH]c5cc(OC)c(OC)cc5c4=O)cc3)CC2)c1	?
Cc1onc(-c2ccccc2Cl)c1C(=O)Oc1ccccc1F	i
COc1ccc(OC)c(NC(=O)Cn2cc(C(=O)c3ccc(Cl)cc3)c(=O)c3cc(OC)ccc32)c1	8.9µM*
C=CCn1cc(CN(CC)Cc2ccc(OC)cc2)c(C)n1	1%
CN1C(=O)C(CC(=O)N2CCCC2)=C2CCCCC21 (stereo not given)	-16%
CCNC(=O)NC[C@@H]1C=C(C)[C@H](Cc2nnc(-c3cncn3C)o2)C[C@H]1C(C)C	?
CC1(c2ccccc2)N(Cc2ccc(O)cc2)C(=O)OC12CCN(C(=O)C1CCC1)CC2 (stereo not given)	?
COc1ccc(C(C)NC(=O)C2CCN(C(=O)c3ncn4c3COC(c3ccccc3)C4)CC2)cc1 (stereo not given)	7.9µM*
CC(C)C(=O)N1CC[C@H]2COC(=O)N2c2cc(F)ccc2C1	8%[44.1 µM]
CC(C)c1nc2nccc(-c3ccc4c(c3)OCCCO4)n2n1	i
COc1ccc(-c2cc(N3CCCN(C(=O)c4ccccn4)CC3)n[nH]2)cc1	i
CCc1nnc(NC(=O)C2CC(=O)N(c3n[nH]c4cc(Br)ccc34)C2)s1 (stereo not given)	3%
CCc1ccccc1NC(=O)CSc1ncccc1C(=O)O	30%[activator]
CCc1ccc(C(=O)N2C[C@@H](CO)[C@H](c3nc(C)no3)C2)cc1	-17%
Cc1ccc(CSCCC(=O)N2CCN(c3ccc(F)cc3)CC2)cc1	25%
CC1(C)[C@H](Cc2cc(CN3CCOCC3)on2)C[C@@H]1NS(=O)(=O)c1ccccc1	-29%[44.1 µM]
CO[C@@](C(=O)N1CCOC[C@H]1c1ncc(-c2ccccc2)[nH]1)(c1ccccc1)C(F)(F)F	i
CCOc1ccccc1C(=O)N1CCC(Cc2nc(-c3ccccc3)no2)CC1	?
COc1ccc(C(=O)N2CCC(n3cc(-c4nc(C(C)C)no4)nn3)CC2)c(C)c1	-8%
Cc1ccc(S(=O)(=O)N2CCCC(Cn3c(C4CC4)nc4cccnc43)C2)cc1F (stereo not given)	-7%
CNC(=O)[C@@H](c1ccc(OC)cc1)N1CCC[C@H]1C(=O)NCCN1CCOCC1	i
CC1=C(c2ccc(C(C)C)cc2)S(=O)(=O)NC1=NCc1ccc(OC(C)C)cc1	i
Clc1ccc(-c2nnc3n2CCN(Cc2ccsc2)C3)cc1	?
O=C(c1ccc2c(c1)OCO2)N1CCCN(c2cc(-c3ccccc3)[nH]n2)CC1	i
COCC(=O)N(C1CCOCC1)C1CCN(C(=O)c2ccc(OC)cc2)CC1	16%
COc1nc2c(cc1CNC(=O)C1CCOCC1)C(=O)N(C1CCCC1)C2	-1%
O=C(NC1CCN(Cc2ccccc2)CC1)C1CCCN(c2cnn(Cc3ccccc3)c(=O)c2)C1 (stereo not given)	-27%
COCC(=O)N1CCCC(c2nn(-c3ccccc3)c(=O)[nH]2)C1 (stereo not given)	-15%[44.1 µM]
O=C([C@@H]1C[C@H](Oc2cccnc2)CN1C(=O)c1ccc2ccccc2n1)N1CCCC1	18%
COc1ccc(-c2cn3cc(C(=O)NCC(N)=O)nc3c(=O)n2CC2CC2)c(F)c1	-28%
CN1CC2(CCN(Cc3cn[nH]c3-c3ccccc3)CC2)CC1C(=O)N1CCOCC1 (stereo not given)	-20%

Reprinted from the part before: 2 entries, followed by the next part.
smiles	Pf Dd2 inh
COc1ccc(-c2cn3cc(C(=O)NCC(N)=O)nc3c(=O)n2CC2CC2)c(F)c1	-28%
CN1CC2(CCN(Cc3cn[nH]c3-c3ccccc3)CC2)CC1C(=O)N1CCOCC1 (stereo not given)	-20%
COC(=O)c1c(-c2cccs2)csc1NC(=O)COc1ccc(C)cc1	-18%[0.594 µM]
O=C1CC(c2ccccc2)Cc2[nH]c(=O)c(-c3nc(-c4ccc(Cl)cc4)cs3)cc21 (stereo not given)	3%
Cc1cccc(OCC(=O)NCc2ccc3c(c2)CCN3C(=O)c2ccc(Cl)cc2)c1	-5%
O=C(Cc1ccccc1F)N1CCN(C2CCN(Cc3cccnc3)C2=O)CC1 (stereo not given)	-13%
Cc1ccccc1Cn1cc(S(=O)(=O)c2ccc(Cl)cc2)c(=O)c2cc3c(cc21)OCO3	?
O=C(Cc1ccc(F)cc1)N1CCCC(c2noc(COc3ccccc3F)n2)C1 (stereo not given)	16%
CC(C)NC(=O)NC[C@H]1C[C@@H]2CCN1C[C@@H]2CN1CCCCC1	9%[44.1 µM]
Cc1noc([C@@H]2CN(C(=O)c3nn(C)c4ccccc34)C[C@H]2CO)n1	i
CC(=O)N1CCCN(CC[C@H]2CN(C(=O)C3CCCCC3)CC[C@H]2CC(=O)O)CC1	15%[44.1 µM]
Cc1ccc(CNC(=O)C2CN(S(=O)(=O)c3cccnc3)CC23CCCCC3)o1 (stereo not given)	?
Cc1ccc(-n2c(=O)c3c(c4cc(C)ccc4n3C)n(CC(=O)NCc3ccccc3)c2=O)cc1	i
Cc1cc(-c2ccc(C)c(S(=O)(=O)NC(c3cccs3)C(C)C)c2)on1 (stereo not given)	-5%
CN1CCC(Oc2nccnc2N2CCOCC2)C1 (stereo not given)	25%
Cc1ccc(CCNC(=O)c2cn(C)c3ccc(S(=O)(=O)N(C)C4CCCCC4)cc3c2=O)cc1	73%[activator]
COc1ccccc1N1CCN(C(=O)c2cn(C)c3ccc(S(=O)(=O)N(C)C4CCCCC4)cc3c2=O)CC1	74%[activator]
Cn1cc(CN2C[C@H](C(=O)Nc3nccs3)C[C@@H]2c2cccc(C(F)(F)F)c2)cn1	-26%[44.1 µM]
O=C1CCCCC(C(=O)N2CCc3ccccc32)N1 (stereo not given)	7%
O=[N+]([O-])c1ccc(S(=O)(=O)N2CCn3cccc3C2c2ccccc2F)cc1 (stereo not given)	i
O=C(CCC1CCN(C(=O)[C@H]2C[C@@H]3C=C[C@H]2C3)CC1)N1CCC(Cc2ccccc2)CC1	-12%
Cc1ccccc1-c1nc2scc(CCNS(=O)(=O)c3ccccc3)n2n1	i
CC(C)CCN1C(=O)CC[C@]2(C(=O)N(C)Cc3ccccc3)CCCC[C@@H]12	?
Cc1cnc(C(=O)N[C@@H]2CCC[C@@H]2C(=O)NCCC2=CCCCC2)cn1	-9%
Cc1ccc(Cl)cc1NS(=O)(=O)c1ccc2c(c1)NC(=O)CCS2	42%[activator]
O=C(O)C[C@@H]1CCN(C(=O)N2CCOCC2)C[C@@H]1CCN1CCN(c2cccc(C(F)(F)F)c2)CC1	19%
COC(=O)CNC(=O)N1CCC(Oc2ncccc2C(=O)N2CCCCC2)C1 (stereo not given)	4%
O=C(c1ccc(C(F)(F)F)cc1)N1CCC2(CN[S+](=O)([O-])c3ccccc3N2)C1 (stereo not given)	-10%
CCn1nccc1C(=O)N1CCCCCNC(=O)[C@H]2C[C@H](C(=O)N3CCc4ccccc4C3)C[C@H]21	-16%
Cc1noc(C)c1-c1cc2cc(CN3CCN(C)CC3)oc2c(NC2CCN(C)CC2)n1	?
O=C(NCc1ccncc1)c1nc2c(o1)CCN(CCCc1ccccc1)CC2	-21%[44.1 µM]
CC(=O)c1ccc(NC(=O)c2cc(S(=O)(=O)N3CCOCC3)ccc2C)cc1	46%[activator]
COCc1ccc2c(c1)c(OC(C)(C)C(=O)N1CCOCC1)nn2Cc1cccc(OC)c1	?
COc1ccccc1CNC(=O)c1cccn1-c1nnc(N2CCCC2)s1	0%

Grouped by structure, the entries above with an aryl thioether with sulfur outside any ring
smiles	Pf Dd2 inh
CCc1cnc2c(c1SCC(=O)Nc1cc(Cl)ccc1OC)c(=O)n(C)c(=O)n2C	-5%
CCc1ccccc1NC(=O)CSc1ncccc1C(=O)O	30%[activator]

Further records follow.
smiles	Pf Dd2 inh
COc1ccc(-n2nc(C(=O)Nc3cccc(C(F)(F)F)c3)c3c4ccccc4n(C)c3c2=O)cc1	?
COc1ccc(C2Cn3cnc(C(=O)N4CCC(C(=O)Nc5ccc(F)c(F)c5)CC4)c3CO2)cc1 (stereo not given)	i
COc1ccc(C(=O)N2CCCC(n3cc(-c4nc(C5CC5)no4)nn3)C2)cc1F (stereo not given)	i
CCCN(CCC)C(=O)c1c[nH]c2ccc(S(=O)(=O)N(C)c3ccc(Cl)cc3)cc2c1=O	33%[activator]
O=C(CCC1N=C2c3ccccc3N=C(SCc3cccc(F)c3)N2C1=O)NC1CCCCC1 (stereo not given)	30%[activator]
CC(=O)NC[C@H]1C[C@@H]2CCN1C[C@@H]2c1cc(-c2ccc(F)cc2)nc(C)n1	i
O=C(CN1CC2CC(C1)[C@H]1CCCC(=O)N1C2)N1CCN(c2ccccn2)CC1 (stereo not given in full)	-18%
CCc1cccc(NC(=O)COc2cc(=O)n(CC)c3ccccc23)c1	9%

Arranged by length of the SMILES (ascending): some entries from above.
smiles	Pf Dd2 inh
CCc1cccc(NC(=O)COc2cc(=O)n(CC)c3ccccc23)c1	9%
COc1ccc(C(=O)N2CCCC(n3cc(-c4nc(C5CC5)no4)nn3)C2)cc1F (stereo not given)	i
CC(=O)NC[C@H]1C[C@@H]2CCN1C[C@@H]2c1cc(-c2ccc(F)cc2)nc(C)n1	i

The list continues.
smiles	Pf Dd2 inh
CCN(CC)c1cc(C)c2cc(NC(=O)c3cccc(F)c3)ccc2n1	-6%
O=C(Cn1c(=O)n(Cc2ccccc2)c(=O)c2sc3ccccc3c21)Nc1ccccc1F	i
COc1ccccc1N1CCN(C(=O)CCc2nnc3n(C)c(=O)c4sccc4n23)CC1	12%
O=[S+]1([O-])NC2(CCCN(Cc3ccc(OC(F)(F)F)cc3)C2)CNc2ccccc21 (stereo not given)	i
CN(C)c1ccc(CN2CCOC[C@H]2c2ncc(-c3cccc(Cl)c3)[nH]2)cc1	?
O=C(c1ccccc1OCC1CCCN(CC2=Cc3ccccc3OC2)C1)N1CCCCC1 (stereo not given)	?
O=C(NC1CCN(Cc2ccccc2)CC1)c1ccc(Cn2c(=O)c3ccccc3n(Cc3ccc(F)cc3)c2=O)cc1	10µM*
Cc1ccc(NC(=O)Cn2cc3c(n2)CCC(C)C3)cc1C (stereo not given)	-19%
Cc1ccc(-c2cn3c(n2)CO[C@@H](CNS(=O)(=O)c2cccs2)C3)cc1	?
CC(C)Cc1nnc(NC(=O)C2CC(=O)N(c3n[nH]c4cccc(F)c34)C2)s1 (stereo not given)	3%
O=C(c1ccc2cccc(F)c2n1)N1CCOc2ccc(Cl)cc2C1	-65%
Cc1cccnc1CN1CCN(C(=O)Cn2nnnc2CN2CCCC2)CC1	-1%
Oc1ccccc1CN1C[C@H](O)C[C@H]1c1nc(Cc2ccc(F)cc2Cl)no1	i
Cc1ccc(C)c(NC(=O)Cn2c(SCC(=O)NCc3ccccc3)nc3ccccc32)c1	38%[activator]
COc1ccc(CNC(=O)c2cc(=O)c3cc(C)ccc3o2)cc1	65%[activator]
COc1ccc(NC(=O)Cn2c(=O)n(-c3ccc(F)cc3)c(=O)c3c2cc(C)n3C)cc1	-6%
CCC(C)NC(=O)c1ccc2c(c1)sc1nc(-c3ccc(OC)cc3)cn12 (stereo not given)	-15%
